# Screening data as filed in PubChem BioAssay.
# GCN5L2 inh = GCN5L2 (KAT2A) acetyltransferase inhibition | GCN5L2 HAT assay, ThioGlo1 CoA-SH fluorescence | Q92830 | actives 0.21% (n = 390,000) | AID 504327 | Potency, µM (doses to about 58.9 µM), for inactives: at the highest dose activity change, negative = inhibition, hits mostly inhibitors
# Target sequence (Q92830 whole entry, looked up): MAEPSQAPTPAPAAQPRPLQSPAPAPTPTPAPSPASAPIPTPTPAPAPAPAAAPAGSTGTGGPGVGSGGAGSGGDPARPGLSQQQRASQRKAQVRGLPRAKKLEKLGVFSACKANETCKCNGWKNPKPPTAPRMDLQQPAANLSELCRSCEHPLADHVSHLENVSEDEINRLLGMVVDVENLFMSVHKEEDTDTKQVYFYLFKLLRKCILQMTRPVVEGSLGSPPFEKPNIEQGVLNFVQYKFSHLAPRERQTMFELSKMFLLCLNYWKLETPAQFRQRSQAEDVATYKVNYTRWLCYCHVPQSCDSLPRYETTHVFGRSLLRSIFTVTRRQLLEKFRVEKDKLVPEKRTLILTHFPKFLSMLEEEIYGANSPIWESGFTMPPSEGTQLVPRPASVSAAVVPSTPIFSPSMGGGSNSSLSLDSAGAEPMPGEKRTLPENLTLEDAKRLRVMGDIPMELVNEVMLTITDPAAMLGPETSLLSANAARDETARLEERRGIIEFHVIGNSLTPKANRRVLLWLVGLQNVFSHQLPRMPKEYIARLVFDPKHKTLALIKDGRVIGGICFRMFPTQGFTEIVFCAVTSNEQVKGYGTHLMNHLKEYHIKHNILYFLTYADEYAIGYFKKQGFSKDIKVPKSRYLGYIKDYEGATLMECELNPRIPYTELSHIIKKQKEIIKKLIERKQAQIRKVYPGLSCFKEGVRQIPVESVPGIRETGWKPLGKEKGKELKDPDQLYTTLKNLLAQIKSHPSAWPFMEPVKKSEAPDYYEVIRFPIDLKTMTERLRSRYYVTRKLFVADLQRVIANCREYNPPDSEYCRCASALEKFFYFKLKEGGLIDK
#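 GCN5L2 (20nM final) in 50mM HEPES, 0.1mM EDTA pH 7.5, 0.01% Tween-20 was preincubated 15 min at room temperature with compound, then given ThioGlo1 (50uM), H3(1-25) peptide (75uM) and acetyl-CoA (70uM); CoA-thiol fluorescence (Ex340/Em540) was read at 0 and 20 min.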
# DT40 TDP1 CPT = growth inhibition of DT40 Tdp1-/-;hTDP1 cells with camptothecin (screen for TDP1 inhibitors) | chicken DT40 Tdp1-/-;hTDP1 cells + 20 nM CPT, ATP luminescence, 48 h | Potency, µM (doses to about 46.2 µM), for inactives: top-dose activity change, negative = growth inhibition, actives largely listed as inhibitors | actives 12% (n = 420,000); note: nearly all actives have a fitted effect of over 55% in size
#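 Chicken DT40 Tdp1-/- cells complemented with human TDP1, 400 cells/well, exposed to compounds plus 20 nM camptothecin for at least 48 h at 37 C; viability read as ATP content by CellTiter-Glo luminescence.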
# TDP1 cell noCPT = qHTS for Inhibitors of human tyrosyl-DNA phosphodiesterase 1 (TDP1): qHTS in cells in absence of CPT; actives 15% (n = 420,000); DT40 Tdp1-/- hTDP1 cells, no CPT, ATP luminescence, 48 h; Potency, µM (titrated, usually from 46.2 µM), for inactives: at the highest dose activity change, negative = growth inhibition, most hits filed as inhibitors; AID 686978, 2013; note: nearly all actives have a fitted effect of over 55% in size
#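 Compound effects on proliferation are scored in DT40 Tdp1-/-;hTDP1 cells in the absence of CPT. ATP levels (CellTiter-Glo luminescence) are recorded after a ≥48 hr, 37 °C incubation.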
# * marks the source's active call; other numbers are inactive results; u = inconclusive; x = not tested or not shown; & = joins results of further samples; [ ] = another dose, or the depositor's remark. Calls come from the whole dose curve; as a rule, active = well fitted curve in the direction sought with a large enough effect; inconclusive = small, poorly fitted or top-dose-only effect, or another doubt; inactive = no such curve, though single readings can be large; an effect the other way counts as inactive or inconclusive. % is set by controls: 0 for no effect and ±100 for the full control effect; potency is the fitted concentration of half-maximal effect.
SMILES | TDP1 cell noCPT | GCN5L2 inh | DT40 TDP1 CPT
CC(C)c1nc2ccc(C(=O)NCCCN3CCN(c4cccc(Cl)c4)CC3)cc2o1 | 21µM* | -15% | 18µM*
CCOC(=O)C1C2C=CC3(CN(c4ccc(Cl)c(F)c4)C(=O)C13)O2 (configuration not stated) | -8% | -7% | 2%
COc1ccc(-c2cc(C(=O)Nc3ccc4c(c3)OCO4)no2)cc1OC | 7%&-8% | -1%&1% | -3%&-5%
COc1ccc(OC)c(CCNC(=O)CSc2ccsc2[N+](=O)[O-])c1 | -23% | -5% | u
Nc1ccc(C23CC4CC(CC(CO)(C4)C2)C3)cc1 | -3% | -4% | -8%
COCCCn1c(=O)/c(=C\c2ccc(OC(F)F)c(OC)c2)s/c1=C(/C#N)C(=O)NCCOC | -12% | -3% | -26%
CC1=C(C(=O)N(C(C)C)C(C)C)CC(CC(=O)NC2CCCCC2)C(=O)N1CCC1=CCCCC1 (configuration not stated) | 23µM* | x | u
COCCC1CCCCN1C(=O)c1cc(COc2cccc(C(C)=O)c2)on1 (configuration not stated) | 26µM* | 1% | 23µM*
CCC(CC)C(=O)NCCc1cc2c(OC)ccc(OC)c2[nH]c1=O | -13% | -26% | -1%
COc1cc(/C=C2\SC(=Nc3ccc(N4CCOCC4)cc3)N(C)C2=O)ccc1OC(C)C(=O)O (configuration not stated) | 10% | -8% | 11%
Cc1ccccc1Nc1nc(N)nc(CSc2nnnn2-c2ccccc2)n1 | u | -4% | u
Cc1ccc2nc(N3CCN(Cc4ccc(F)cc4)C3=O)c(C)cc2c1 | u | -3% | u
C=CCCC(=O)Nc1nc(C)c(-c2csc(Nc3ccccc3OC)n2)s1 | 7.3µM* | -10% | 6.5µM*
O=C1CCC(C(=O)N2CCN(c3cnccn3)CC2)CN1CCc1ccccc1 (configuration not stated) | -8% | x | -13%
O[C@H]1C[C@H](c2ccccc2)N(CC2CCCCC2)C[C@@H]1n1cc(C2CC2)nn1 | 7.3µM* | x | 10µM*

# Reprinted from the part before: 5 compounds; new compounds follow.
SMILES | TDP1 cell noCPT | GCN5L2 inh | DT40 TDP1 CPT
Cc1ccccc1Nc1nc(N)nc(CSc2nnnn2-c2ccccc2)n1 | u | -4% | u
Cc1ccc2nc(N3CCN(Cc4ccc(F)cc4)C3=O)c(C)cc2c1 | u | -3% | u
C=CCCC(=O)Nc1nc(C)c(-c2csc(Nc3ccccc3OC)n2)s1 | 7.3µM* | -10% | 6.5µM*
O=C1CCC(C(=O)N2CCN(c3cnccn3)CC2)CN1CCc1ccccc1 (configuration not stated) | -8% | x | -13%
O[C@H]1C[C@H](c2ccccc2)N(CC2CCCCC2)C[C@@H]1n1cc(C2CC2)nn1 | 7.3µM* | x | 10µM*
COc1ccc2c(c1)c1c(c(=O)n(-c3cccc(C)c3)c(=O)n1CC(=O)NCc1ccc(C)cc1)n2C | u | -6% | u
O=C(N/N=C/c1cc2ccccc2[nH]1)c1ccccc1Cl | -29% | -2% | 0%
CCCc1ccc(S(=O)(=O)N(C)S(=O)(=O)c2ccc(F)cc2)cc1 | 0% | -8% | -20%
COc1ccc(NC(=O)N(C)C[C@H]2Oc3ncc(C#C[C@@H](C)O)cc3C(=O)N([C@H](C)CO)C[C@H]2C)cc1 | 6% | x | 2%
Cn1nccc1-c1coc2c(C(=O)NCc3ccccc3)cccc12 | u | x | u
Nc1cccc(CCc2ccncc2)c1 | -1% | -8% | 1%
CCOC(=O)C[n+]1c(C)csc1C | 2% | 5% | 0%
CCOc1ccc(NC(=O)Cn2c(=O)n(Cc3ccco3)c(=O)c3oc4ccccc4c32)cc1 | -21% | 2% | 7%
O=C1NC2=C(C(=O)CCC2)C(c2ccc3ncccc3c2)N1 (configuration not stated) | 1% | 2% | -25%
Cn1c2ccc(Cl)cc2c2nc3ccccc3nc21 | u | -7% | u
O=C(c1ccccc1)c1c[nH]c(C(=O)NCCCN2CCOCC2)c1 | 24% | -17% | -6%
COc1ccccc1C(=O)N1CCN(C2CCN(Cc3ccccc3)CC2)CC1 | -4% | x | -14%
COc1ccc(CN(Cc2cccnc2)S(=O)(=O)c2ccc(-n3cnnn3)c(C)c2)cc1OC | u | 0% | u
Cc1ccc(-c2cc(C(=O)N/N=C/c3ccc(Cl)cc3)n[nH]2)o1 | u | -12% | u
CSc1nnc(C)c(=O)n1COC(=O)COc1ccc(Cl)cc1 | -14% | -12% | u
Cc1ccc(C)c(OCC(=O)Nc2nonc2NC(=O)COc2cc(C)ccc2C)c1 | u | x | u
O=C1c2ccccc2C(Nc2ccc3c(c2)OCCO3)N1Cc1ccccc1 (configuration not stated) | 16µM* | -11% | 29µM*
COc1ccc(COC(=O)CCS(=O)(=O)c2ccc(C)cc2)cc1 | 4% | -5% | 3%
CCN1CSC(=S)N(Cc2ccccc2)C1 | 4.6µM* | -8% | 2.6µM*
C(=N\N1CCN(C2c3ccccc3-c3ccccc32)CC1)/c1ccncc1 | u | -1% | u
CN1C(=O)c2ccc(C(=O)Nc3ccccc3O)cc2C1=O | -3% | 3% | -1%
O=C1c2ccccc2C(=O)N1c1ccccn1 | 7% | x | 1%
C/C(=N\NC(=S)NCCc1ccccc1)c1ccc(Cl)cc1Cl | 16µM* | -13% | u
C/C(=N\NC(=O)c1ccc(-c2ccccc2)cc1)C1C(=O)c2ccccc2C1=O | 21µM* | -1% | 21µM*
CC(C(=O)Nc1sc2c(c1C(=O)NCc1ccco1)CCCC2)N1C(=O)c2ccccc2C1=O (configuration not stated) | -6% | -3% | -8%
CCC1(c2ccc(F)cc2)NC(=O)N(CC(=O)N2CCc3ccccc3C2)C1=O (configuration not stated) | -15% | -11% | -13%
Cc1ccc(SCCn2nc(C(=O)O)c3ccccc3c2=O)cc1 | u | -12% | 3%
COc1ccc(NC(=O)NCc2ccccn2)cc1OC | -13% | -1% | 9%
Cc1ccc(S(=O)(=O)N2CCN(Cc3ccccc3Cl)CC2)cc1 | 18µM* | -1% | u
O=C(Nc1cc2c(oc1=O)CCCC2=O)c1ccc(Cl)cc1 | 10% | -3% | -20%
Cc1cccc(NC(=O)CSCC(=O)Nc2ccccc2C(=O)NC2CC2)c1 | -26% | -3% | 1%
O=C(CN1C(=O)NC2(CCCC2)C1=O)OCc1ccccc1F | 4% | -1% | -20%
COc1ccc(C(CNC(=O)C(C)Oc2ccc(Br)cc2)N2CCOCC2)cc1 (configuration not stated) | -11% | -5% | -7%
O=C(Nc1nccc(-c2cccs2)n1)c1ccccc1Cl | -29% | -7% | -8%
Cc1noc(C)c1C(=O)OCC(=O)N(C)C1(C#N)CCCCC1 | -8% | -7% | 1%
COc1ccc(Cl)c(NC(=O)Nc2c(C)n(-c3ccccc3)c(=O)n2C)c1 | -5% | -3% | -27%
CSC(=S)N(C)C1CCS(=O)(=O)C1 (configuration not stated) | -6% | 21% | 0%
CC(C)(CCl)C(=O)Nc1ccc(C(F)(F)F)cc1 | -23% | -5% | 6%
CCc1cc2c(=O)[nH]c(N3CCOCC3)nc2s1 | 11% | 0% | -10%
Oc1cn2c(n1)Nc1ccc(Cl)c(Cl)c1C2 | -2%&-24% | -8% | -9%&13%
COc1ccc(-c2nc3cnc(N(C)C)nc3n(Cc3cccs3)c2=O)cc1 | 32%[activator] | -10% | 2%
Cc1cc(Br)ccc1OCCCCNCCO | 21µM* | 3% | 23µM*
COc1ccc(-c2cc(C(F)(F)F)n3nc(C(=O)NCCCN4CCOCC4)cc3n2)cc1 | -25% | -2% | 1%
COc1cc(OC)cc(C(=O)Nc2cc3c(cc2N2CCCCC2)n(C)c(=O)n3C)c1 | -8% | -4% | u
Cc1c(Cl)cc(C(C)C)c(O)c1CN1CCOCC1 | -12% | x | -21%
CCCCc1nnc(NC(=O)c2ccc(S(=O)(=O)N3CCOCC3)cc2)s1 | -12% | 1% | -10%
CCN(CC)c1ccc(NC(=O)Nc2ccccc2C(F)(F)F)cc1 | -6% | 1% | -4%
COC(=O)CNC(=O)c1ccccc1 | -18% | x | -28%
COc1ccc(Br)cc1S(=O)(=O)NCCN1CCOCC1 | 1% | -1% | 0%
Cc1ccc2nc(SCC(=O)Nc3cc(C)on3)c(C)cc2c1 | -7% | -5% | -6%
CN(C)CCNc1nc2c(c(=O)[nH]c(=O)n2C)n1CC(O)COc1ccc(Cl)cc1 (configuration not stated) | -27% | -6% | -11%
CCCC(C)C(=O)Nc1ccncc1 (configuration not stated) | u | -3% | -29%
CCOC(=O)C1CCN(S(=O)(=O)c2ccc(C(=O)OC)cc2)CC1 | -5% | x | 8%
CC(Sc1nc2ccccc2s1)C(=O)NC1CCCc2ccccc21 (configuration not stated) | 23µM* | -12% | u
Cc1cc(C)cc(C(=O)N2CC(=O)Nc3ccccc32)c1 | 0.58µM* | -1% | 0.92µM*
Cc1cccc(N2CCN(c3nc4ccc(C(=O)c5ccccc5)cc4n4cnnc34)CC2C)c1 (configuration not stated) | 13µM* | -3% | 18µM*
Fc1ccc(NC(=S)NCc2ccc3c(c2)OCO3)cc1 | u | -18% | u
O=C(O)CN1CCN(CC(=O)O)CCN(CC(=O)O)CCN(CC(=O)O)CC1 | 1% | -15% | 2%
Cc1cccc(-c2onc3ccc(C(=O)/C=C/N(C)C)cc23)c1 | 18µM* | -29% | u
NC(=S)Cc1nc(-c2ccc(Cl)cc2)cs1 | u | 22% | u

# Additional entries follow:
SMILES | TDP1 cell noCPT | GCN5L2 inh | DT40 TDP1 CPT
Cc1nn(-c2ccccc2)c(Cl)c1/C=N/NC(=O)c1ccco1 | -23% | -1% | 3%
O=C(N/N=C/c1cccnc1)c1ccc(NC(=O)c2ccc(F)cc2)cc1 | -26% | -5% | 9%
CSc1nc2ncc3c(n2n1)CC1c2ccccc2CCN1C3=O (configuration not stated) | u | -4% | u
Cc1c2c(=O)n(-c3nc4ccccc4s3)nc-2cc(O)n1Cc1ccccc1 | 15µM* | u | 21µM*
COc1ccc(Cl)cc1NC(=O)CNc1ccccc1F | -8% | -2% | 5%
Cc1nnc(SCC(=O)N/N=C/c2cn(-c3ccccc3)nc2-c2ccccc2)n1-c1ccccc1 | u | -15% | u
O=C(Nc1ccc(N2CCCC2)c(Cl)c1)c1ccc([N+](=O)[O-])o1 | 18µM* | -4% | 8.2µM*
O=C(NCCO)C(=O)Nc1cc2c3c(c1)CCN3C(=O)CC2 | -2% | 1% | 0%
CCC(Cc1ccccc1)NS(=O)(=O)c1ccc2c(c1)NC(=O)C(C)S2 (configuration not stated) | u | -6% | u
COc1ccc(Cl)cc1NC(=O)N1CC(=O)Nc2sc3c(c2C1c1ccccc1)CCCC3 (configuration not stated) | u | -2% | u
COc1ccccc1CNCc1cc(=O)oc2c(C)c(C)ccc12 | u | -17% | 1%
CCOC(=O)c1sc(NC(=O)C2CC=CCC2C(=O)O)nc1C (configuration not stated) | 3% | -3% | 3%
CCn1c(C)c(C2=CCN(S(=O)(=O)c3ccccc3)CC2)c2ccccc21 | u | -6% | u
CCc1ccccc1NC(=O)CN1CCCN(Cc2cc(C)ccc2C)S1(=O)=O | 16µM* | -11% | 15µM*
COc1ccc(/C=C(\NC(=O)c2ccccc2)C(=O)NCc2ccco2)cc1 | -6% | -18% | -4%
COc1cc(SC#N)ccc1N=Cc1c(C)[nH]n(-c2ccc(Cl)cc2)c1=O | 3.7µM* | -1% | 2.6µM*
CCCc1nnc(NC(=O)CCC(=O)N2CCN(Cc3ccc(F)cc3)CC2)s1 | -3% | 0% | -29%
Cc1nn(Cc2cccc(C(=O)N3CCCC(C)C3)c2)c(C)c1[N+](=O)[O-] (configuration not stated) | u | 1% | u
CSc1ccc(S(=O)(=O)N(CC(=O)NN=C2CCN(C)CC2)c2ccc(C)cc2)cc1 | -5% | -4% | -15%
O=C(NC1CCCC1)C(c1cccnc1)N(Cc1ccccc1F)C(=O)c1csnn1 (configuration not stated) | 0% | -4% | 3%
O=C(Nc1nc(-c2cc3ccccc3oc2=O)cs1)c1ccc(Br)o1 | -25% | -6% | -16%
C=CCNC(=S)N/N=C/c1ccc(OCc2ccccc2Cl)cc1 | -27% | 2% | u
O=C(c1cccnc1)N1N=C2CCCCCC2C1(O)C(F)(F)F (configuration not stated) | -23% | -3% | 10%
CCN1CCN(c2oc(/C=C/c3ccc(OC)c(OC)c3)nc2C#N)CC1 | u | -16% | 16µM*
Cc1cc(C(=O)N2CCCc3ccccc32)ccc1[N+](=O)[O-] | -24% | 2% | -5%
